Screening data: PubChem, National Center for Advancing Translational Sciences (NCATS)
MCF10A rereplic: A quantitative high throughput screen for small molecules that induce DNA re-replication in MCF 10a normal breast cells. Potency, µM (top dose mostly 46.1 µM), without a hit: at the highest dose activity, positive = re-replication, actives largely listed as activators. actives 2.9% (n = 350,000). MCF 10A DNA re-replication, Hoechst nuclear intensity, 48 h; also: potency is read from the fitted curve at half-maximal effect; % of control where 0% means no effect; nearly all actives have a fitted effect of over 50% in size
HEK293 tox: qHTS of GLP-1 Receptor Inverse Agonists: Cytotox Screen. AID 624418, 2012. Potency, µM (top dose mostly 38.3 µM), for inactives: at the highest dose activity change, negative = inhibition, hits mostly inhibitors. HEK293 cAMP-luciferase reporter cells, luminescence, 24 h. actives 0.13% (n = 410,000);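 also: loss of luciferase light is scored as toxicity; potency is read from the fitted curve at half-maximal effect; % is scaled to controls: 0 for no effect and ±100 for the full control effect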
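Cells in DMEM/10% Nu serum/1% pen-strep, 1536-well format. Pre-incubated 12 h, dosed with 23 nL compound, incubated a further 24 h. Luciferase detection, 12 min at room temp, luminescence.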
KB-3-1 tox: qHTS assay for MDR1-selective chemotherapeutics: Primary screen using the parental adenocarcinoma cell KB-3-1. KB-3-1 viability, CellTiter-Glo ATP luminescence, 72 h. Potency, µM (highest dose often 46.1 µM), for inactives: at the top dose activity change, negative = cytotoxic, usual class: cytotoxic. actives 1.4% (n = 400,000); also: potency is read from the fitted curve at half-maximal effect; % is scaled to controls: 0 for no effect and ±100 for the full control effect; nearly all actives have a fitted effect of over 60% in size
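Viability of parental KB-3-1 cells, measured by CellTiter-Glo luminescence, followed a 72 h incubation at 37 °C with pinned compounds in phenol-red-free DMEM containing 10% FBS.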
HT1080NT lethal: qHTS for induction of synthetic lethality in tumor cells producing 2HG: qHTS for the HT-1080-NT fibrosarcoma cell line; Potency, µM (series often up to 46.1 µM), for the others: at the top dose activity, negative = less viability, actives largely listed as cytotoxic; AID 686970, 2013; HT-1080-NT fibrosarcoma viability, CellTiter-Glo ATP luminescence, 48 h; actives 1.6% (n = 360,000);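 also: NT is the 2HG producing partner of a matched IDH1 knockdown line; potency is read from the fitted curve at half-maximal effect; 0% = DMSO-treated cells and -100% = media-only wells without cells; nearly all actives have a fitted effect of over 55% in size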
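Compounds were tested in concentration-response format on HT-1080-NT cells for 48 hours at 37 degrees C. Cell viability came from CellTiter-Glo luminescence; curves were classified by r2, response magnitude and activity.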
D3 ag: qHTS of D3 Dopamine Receptor Agonist: qHTS; actives 0.58% (n = 410,000); max activation, %; D3R DiscoveRx beta-arrestin cells, luminescence, 90 min; D(3) dopamine receptor (Homo sapiens), P35462; AID 652048, 2013; in the data active = max activation above about 30%; also: 0% is about no effect; mostly tested at two doses, the higher about 12 µM
Target sequence (P35462 whole entry, looked up): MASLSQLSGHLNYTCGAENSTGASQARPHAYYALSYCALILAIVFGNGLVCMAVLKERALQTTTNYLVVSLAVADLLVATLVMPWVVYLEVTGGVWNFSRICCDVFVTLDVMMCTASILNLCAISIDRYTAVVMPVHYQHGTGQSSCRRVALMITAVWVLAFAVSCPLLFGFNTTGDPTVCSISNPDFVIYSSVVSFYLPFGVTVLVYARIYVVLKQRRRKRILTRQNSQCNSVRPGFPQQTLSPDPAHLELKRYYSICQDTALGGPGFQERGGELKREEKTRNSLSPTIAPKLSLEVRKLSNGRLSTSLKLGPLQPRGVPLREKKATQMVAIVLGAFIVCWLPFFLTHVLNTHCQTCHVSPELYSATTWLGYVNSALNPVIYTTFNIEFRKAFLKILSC
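Cells at 1500/well, incubated overnight, then treated with pinned compounds (dopamine as control) for 90 min at 37 degrees C. DiscoveRx reagent added for 30 - 60 minutes at room temperature; luminescence read.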
SW480 rerep: A quantitative high throughput screen for small molecules that induce DNA re-replication in SW480 colon adenocarcinoma cells; Potency, µM (top dose mostly 46.1 µM), for inactives: top-dose re-replication activation, usual class: activators; actives 1.8% (n = 340,000); AID 624297, 2012; SW480 DNA re-replication, Hoechst DNA content imaging, 48 h; also: potency is read from the fitted curve at half-maximal effect; % of control where 0% means no effect; nearly all actives have a fitted effect of over 55% in size
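Image-based read-out: total Hoechst fluorescence of nuclei (405 nm excitation, 500-530 nm emission), with hits raising the fraction of high-intensity nuclei. SW480 colon cells incubated 48 hr with compounds at 37 C.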
KB-V1 MDR tox: qHTS assay for MDR1-selective chemotherapeutics: Primary screen using the drug-selected MDR subline cells KB-V1; KB-V1 MDR cells viability, CellTiter-Glo, 72 h; Potency, µM (titrated, usually from 46.1 µM), without a hit: at the highest dose activity change, negative = cytotoxicity, most hits filed as cytotoxic; actives 3.4% (n = 400,000); AID 1347076, 2019; also: potency is read from the fitted curve at half-maximal effect; % is scaled to controls: 0 for no effect and ±100 for the full control effect; nearly all actives have a fitted effect of over 60% in size
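Potencies derive from concentration-effect curves fitted to normalized luminescence (CellTiter-Glo) of KB-V1 cells treated for 72 h at 37 degrees C in phenol-red-free DMEM containing 10% FBS.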
IL-1B inflam inh: qHTS for Inhibitors of Inflammasome Signaling: IL-1-beta AlphaLISA Primary Screen | THP-1 LPS/ATP IL-1B secretion, AlphaLISA, 16 h; stronger effect = lower value | activity change, % at 57.5 µM | actives 4.7% (n = 360,000) | AID 743279, 2014; in the data active = activity change below about -50%; inconclusive = mostly about -30% to -49%; also: % is scaled to controls: 0 for no effect and ±100 for the full control effect
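Secreted IL-1B measured by AlphaLISA bead assay after 16 h compound exposure of THP-1 cells; compounds (final up to 57.5 uM) added 1 h before LPS (250 ng/mL) and ATP (1.25 mM) stimulation; lower signal means less secretion.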
HT1080 IDH1KD tx: qHTS for induction of synthetic lethality in tumor cells producing 2HG: qHTS for the HT-1080-IDH1KD cell line; HT-1080 IDH1 knockdown viability, ATP luminescence, 48 h; Potency, µM (highest dose often 46.1 µM), without a hit: at the top dose activity, negative = toxicity, most hits filed as cytotoxic; actives 2% (n = 360,000); AID 686971, 2013;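 also: potency is read from the fitted curve at half-maximal effect; 0% = DMSO wells and -100% = cell-free medium wells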
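After a 2 h attachment period, IDH1KD HT-1080 cells took pin-transferred compound for 48 h at 37 °C; ATP-based luminescence after 10 min room-temperature reagent incubation reported viability.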
* marks the source's active call; other numbers are inactive results; ? = inconclusive; · = not tested or not shown; & = joins results of further samples; [ ] = another dose, or the depositor's remark. Unless noted, calls follow the shape of the dose curve; as a rule, active = well fitted curve in the direction sought with a large enough effect; inconclusive = small, poorly fitted or top-dose-only effect, or another doubt; inactive = no such curve, though single readings can be large; an effect the other way counts as inactive or inconclusive.

Value order: MCF10A rereplic	HEK293 tox	KB-3-1 tox	HT1080NT lethal	D3 ag	SW480 rerep	KB-V1 MDR tox	IL-1B inflam inh	HT1080 IDH1KD tx
- CCCn1nnc(NC(=O)c2ccc(-c3ccccc3)cc2)n1
 : 2%	-7%	?	?	-6	10%	?	-17	-1%
- NNc1ccc(Cc2ccc(Cl)cc2Cl)nn1
 : -1%	5%	?	?	5	?	-5%	78	-2%
- O=C(Nc1ccccc1C(=O)N1CCOCC1)c1ccco1
 : -2%	-8%	0%	8%	2	-3%	-5%	7	2%[9.24 µM]
- COc1ccccc1-n1c(SCC(=O)Nc2ccc(NC(C)=O)cc2)nc2c([nH]c3ccccc32)c1=O
 : ·	-16%	·	?	-9	·	·	-19	-28%
- Cc1ccnc(NC(=O)c2ccc(Cl)c(NC(=O)c3ccccc3C)c2)c1
 : -3%	-2%	-4%	-12%	-5	5%	3%	12	-8%
- CCOC(=O)N1CCC(NC(=O)c2cnn(-c3ccc(C)cc3)c2C2CCN(C(=O)OC(C)(C)C)CC2)CC1
 : ·	-6%	-1%	·	10	·	?	·	·
- Cc1ccc(C(=O)Oc2cc(C)[nH]c(=O)c2[N+](=O)[O-])cc1
 : -2%	3%	13%	3%	10	0%	?	18	19%
- CC(=O)Nc1ccc(SC[C@H](Cc2ccccc2)N2CC[C@@H](C)CCC2=O)cc1
 : 2%	7%	5%&2%	9%	6	2%	?	?	2%
- COc1cccc(-c2cc(C(=O)N3CCCCC3C)no2)c1 (stereo not drawn)
 : 0%	13%	1%	19%	-8	-2%	15%	23	5%
- O=C(NCCc1cccnc1)C1CCC(=O)N(CCc2cccc(F)c2)C1 (stereo not drawn)
 : -5%	-2%	·	-7%	0	1%	·	-4	-2%
- O=c1cc(-c2ccccc2)nc(SCc2nc(-c3ccc(C(F)(F)F)cc3)no2)[nH]1
 : ·	-1%	-2%	·	-17	·	-27%	·	·
- O=C(Cn1nnc(-c2cccs2)n1)OC1CCCCC1
 : 17%	4%	23%	20%	-1	2%	0%	-5	7%
- O=C(CCNS(=O)(=O)c1ccccc1C(F)(F)F)NC1CCCCCC1
 : 2%	19%	3%	-10%	-11	4%	-30%	-1	3%
- O=C1NN(c2ccc(Br)cc2)C(=O)/C1=C\c1ccc(O)cc1O
 : 11%	388%[activator]	3%	?	-4	10%	3%	32	?
- COc1ccc(N2CCN(Cc3nc4c(c(=O)[nH]c(=O)n4C)n3CC(C)=O)CC2)cc1
 : -1%	-5%	3%	5%	-1	-17%	21%	0	10%
- CCc1ccc(Sc2cc(C(=O)NCCCOC(C)C)c3ccccc3n2)cc1
 : ·	-9%	-1%	·	11	·	-6%	·	·
- CCOc1cc(CNCCSc2nnnn2C)ccc1OCc1ccc(Cl)cc1Cl
 : ·	-18%	-16%	·	-12	·	?	·	·
- CCOc1ccc(NS(=O)(=O)c2cc3c4c(c2)CCN4C(=O)CC3)cc1
 : 8%	-1%	-26%	-1%	-12	0%	?	11	-8%
- COc1ccc2oc(=O)cc(C)c2c1
 : -10%	4%	-4%	13%	-2	-2%	-4%	23	9%
- CCOC(=O)C1CCCN(Cc2nc(N)nc(Nc3ccc(Cl)cc3)n2)C1 (stereo not drawn)
 : 25%	75%[activator]	-1%	-11%	-15	1%	?	-5	-14%
- N#CC12C(=O)NC(=O)C1(C#N)C21CCCC1 (stereo not drawn)
 : 4%	5%	14%	11%	7	-6%	-13%	-5	27%
- CC(=O)c1cc(C)c(OC(=O)c2ccccc2)c(C)c1
 : -2%	10%	-4%	-1%	3	-10%	?	48	-10%
- CSc1nc(C)c(CCOCc2ccc(F)cc2)c(=O)[nH]1
 : -1%	·	22%	2%	1	-7%	12%	11	4%
- CCOC(=O)c1c(C)n(-c2ccccc2)c2ccc(OC(=O)c3cccc(OC)c3OC)cc12
 : ·	18%	-14%	·	-13	·	-8%	·	·
- Cc1ccc(S(=O)(=O)N2CCC(C(=O)N3CCC[C@H]3C(=O)NC3CCS(=O)(=O)C3)CC2)cc1 (stereo partly drawn)
 : 17%	1%	-1%	6%	-4	0%	-5%	-12	1%
- CC(C)(C)C(O)CN1CCCC1 (stereo not drawn)
 : 8%	-11%	-5%	-6%	3	22%	?	-6	1%
- CC1=C(C(=O)OCC(C)C)C(c2cc3c(cc2Br)OCO3)NC(=O)N1C (stereo not drawn)
 : 2%	-9%	-26%	?	3	-2%	-14%	-7	?
- C=CCn1c(SCC(=O)Nc2ccc(F)cc2)nc2cc(C(=O)O)ccc2c1=O
 : 1%	-7%	16%	-1%	6	-1%	-8%	1	-5%
- COc1ccc(NC(=O)Cn2cnc3c(oc4ccccc43)c2=O)cc1OC
 : ·	-4%	5%	·	0	·	?	·	·
- O=C(COC(=O)CCOc1ccccc1)Nc1cc(S(=O)(=O)N2CCCCC2)ccc1Cl
 : 2%	12%	-4%	3%	-11	2%	-12%	4	-3%
- CCOC(=O)c1[nH]c(C)c(/C(O)=C2\C(=O)C(=O)N(CCCn3ccnc3)C2c2ccncc2)c1C (stereo not drawn)
 : 14%	-13%	0%	1%	-1	2%	-4%	14	1%
- O=C(CN1CCN(C(=O)c2ccccc2)CC1)Nc1ccccc1
 : -32%	2%	8%	9%	-10	-26%	5%	1	5%
- O=c1cc(-c2ccccc2)nc2n1Cc1ccccc1-2
 : 2%	1%	-1%	10%	2	-6%	-2%	23	3%
- FC(F)(F)Oc1ccccc1C(c1nnnn1C1CCCC1)N1CCN(C/C=C/c2ccccc2)CC1 (stereo not drawn)
 : ·	0%	0%	?	-15	·	?	-26	?
- Cc1[nH]ccc(=O)c1OCc1ccccc1
 : 9%	-1%	6%	-2%	-3	?	6%	14	1%
- Cc1ccc(S(=O)(=O)NCC(=O)OCc2nnc(-c3ccccc3)o2)cc1
 : 9%	4%	0%	0%	1	-5%	5%	0	8%
- COc1ccc(NC(=O)n2nc(OC(=O)c3cccs3)cc2N)cc1
 : 13%	3%	5%	0%	5	-12%	0%	-2	3%
- CC1=C(C(=O)Nc2ccc(C)cc2C)C(c2ccc[nH]2)n2ncnc2N1 (stereo not drawn)
 : ·	-2%	4%	·	5	·	?	·	·
- COc1cc(C2=NOC(C(=O)NCc3cccnc3)C2)cc(OC)c1OC (stereo not drawn)
 : 17%	-2%	?	-1%	2	?	-29%	-4	-6%
- CCS(=O)(=O)N1Cc2ccccc2CC1C(=O)NCCc1ccccc1 (stereo not drawn)
 : 0%	-5%	-5%	2%	0	-6%	-4%	13	3%
- CCN1CCc2c(OCc3ccc(C(=O)OC)o3)cccc2C1=O
 : 0%	3%	5%	4%	5	-20%	?	34	6%
- CCC(C)NC(=O)c1cc(-c2cccs2)nc2ccccc12 (stereo not drawn)
 : 16%	-2%	11%	2%	2	-5%	-9%	17	-1%
- O=C(COc1cccnc1[N+](=O)[O-])Nc1c(Cl)cccc1Cl
 : 8%	5%	9%	-3%	11	-4%	?	14	7%
- CCOc1ccc(Br)cc1S(=O)(=O)N1CCSC1
 : 0%	-22%	8%	-11%	-3	-2%	?	0	1%
- Cc1nn(C)c(-c2n[nH]c(=S)n2Cc2ccco2)c1Cl
 : 0%	-8%	7%	1%	0	-1%	7%	41	-6%
- COc1ccccc1-c1nc(C#N)c(N2CCC(C(N)=O)CC2)o1
 : 2%	4%	-22%	5%	5	-7%	15%	-6	-20%
- Cc1n[nH]c(=S)n(NC(=O)CC(=O)Nn2c(=S)[nH]nc(C)c2=O)c1=O
 : 28%	-1%	0%	2%	-26	2%	5%	5	1%
- CCCCN(Cc1cc2cc(OC)ccc2[nH]c1=O)C(=O)c1ccccn1
 : 7%	-22%	1%	0%	-15	4%	6%	11	-1%
- CSc1ccc(NC(=O)NN(c2ccccc2)C2CCS(=O)(=O)C2)cc1 (stereo not drawn)
 : ·	0%	16%	1%	-7	·	-2%	3	-9%
- Cc1cc(O)cc(O)c1C(=O)Cc1cscn1
 : 0%	0%	9%	11%	0	-3%	?	3	7%

Additional compounds follow.
Value order: MCF10A rereplic	HEK293 tox	KB-3-1 tox	HT1080NT lethal	D3 ag	SW480 rerep	KB-V1 MDR tox	IL-1B inflam inh	HT1080 IDH1KD tx
- O=C(NC(=O)c1cccc(F)c1)OC[C@@H]1CCCN2CCCC[C@H]12
 : 1%	0%	?	19%	1	-12%	?	4	0%
- C/C(=N/NC(=O)CNC(=O)c1ccco1)c1ccc(Cl)cc1
 : -6%	-9%	-3%	-2%	-3	-10%	?	-18	0%
- COc1ccc2nc3oc(C(=O)N4CCN(c5cccc(Cl)c5)CC4)cc3cc2c1
 : 22%	-7%	0%	15%	-1	-4%	?	-22	12%
- N#Cc1cc(C(=O)c2cc(Br)ccc2O)cn(C2CC2)c1=O
 : -8%	-6%	-3%	-12%	-3	-2%	-9%	0	-2%
- CCOC(=O)c1cc(OC(C)=O)c2ccc(OC)c(OC)c2c1
 : ·	3%	?	?	1	·	-29%	19	12%
- CN1OC[C@@H]2CN(S(=O)(=O)c3ccccc3)[C@H](c3ccccc3Br)C[C@@H]21
 : ·	1%	0%	10%	8	·	0%	19	5%
- CCCCN(C)CCCNC(=O)C1CC(=O)N(Cc2ccc(OC)cc2)C1 (stereo not drawn)
 : 0%	8%	-2%	8%	-9	-2%	6%	-6	6%
